Compound activity deposited in PubChem by several laboratories.
Yeast superoxide = reduction of superoxide in aged yeast, primary screen, HTS; S. cerevisiae aged cells, superoxide DHE fluorescence; hits give low values; superoxide response (% of plate mean), % at 10 µM; 330,000 tested, 0.18% active; AID 2690, 2010;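 active means superoxide response under a set limit, about three screen SD below normal, cut at about 65% in these data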;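 further: yeast aged for seven days with compound at 30 °C before DHE staining; 100% = average MFI of all compound-treated wells on the plate with controls excluded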
Bcl-xL primary = inhibitors of human Bcl-xL, primary screen, biochemical, fluorescence polarization, HTS. AID 2129, 2009. inhibition, % at 10.9 µM. Bcl-2-like protein 1 (Homo sapiens), Q07817. GST-Bcl-xL / FITC-Bim BH3 peptide fluorescence polarization. 320,000 tested, 0.7% active;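 active means inhibition above the mean of all tested compounds plus 3 SD, cutoff set per campaign, cut at about 30% in these data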;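 further: 0% = DMSO wells and 100% = unlabeled Bim-BH3 peptide competitor; inhibitors lower millipolarization by displacing the labeled peptide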
EBNA-1 inh = EBNA-1 DNA-binding inhibitors, primary screen, biochemical, fluorescence polarization. inhibition, % at 14.8 µM. 300,000 tested, 0.34% active; in the data active means inhibition above about 28%
Fam108B inh = mouse Fam108B serine hydrolase inhibitors, primary screen, counter-screen for RBBP9 inhibitor project, biochemical, fluorescence polarization; recombinant Fam108B, FP-Rh probe fluorescence polarization; inhibition, % at 9.51 µM; 300,000 tested, 0.33% active; AID 1947, 2009;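 active means inhibition above the screen mean inhibition plus 3 SD, computed separately per campaign, cut at about 18% in these data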;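 further: inhibitors lower polarization as less probe binds the enzyme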
Efflux pump inh = inhibitors of Candida efflux pumps in yeast, primary screen, S. cerevisiae, Nile Red, multiplex; S. cerevisiae Candida pump triplex; inhibition, % at 10 µM; 330,000 tested, 0.44% active;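 active means plate passing quality check with inhibition over a set limit, or well fluorescence over plate mean plus 4 SD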;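 further: Nile Red retained in pooled yeast measured as flow cytometry median fluorescence; 0% = buffer negative control and 100% = Enniatin B positive control; higher means more Nile Red kept so more efflux inhibition; some compounds called inactive have numbers as strong as hits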
MCL1 BIM primary = inhibitors of MCL1 binding to BIM-BH3, primary screen, biochemical, fluorescence polarization | inhibition, % at 10.9 µM | GST-MCL1 / FITC-Bim-BH3 fluorescence polarization | 320,000 tested, 0.68% active | Induced myeloid leukemia cell differentiation protein Mcl-1 (Homo sapiens), Q07820;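 active means inhibition above the mean inhibition of all tested compounds plus 3 SD, set per campaign, cut at about 40% in these data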;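 further: 0% = DMSO wells and 100% = unlabeled Bim-BH3 peptide control; higher means more loss of mP so more displacement of Bim peptide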
Target sequence (Q07820 whole entry, looked up): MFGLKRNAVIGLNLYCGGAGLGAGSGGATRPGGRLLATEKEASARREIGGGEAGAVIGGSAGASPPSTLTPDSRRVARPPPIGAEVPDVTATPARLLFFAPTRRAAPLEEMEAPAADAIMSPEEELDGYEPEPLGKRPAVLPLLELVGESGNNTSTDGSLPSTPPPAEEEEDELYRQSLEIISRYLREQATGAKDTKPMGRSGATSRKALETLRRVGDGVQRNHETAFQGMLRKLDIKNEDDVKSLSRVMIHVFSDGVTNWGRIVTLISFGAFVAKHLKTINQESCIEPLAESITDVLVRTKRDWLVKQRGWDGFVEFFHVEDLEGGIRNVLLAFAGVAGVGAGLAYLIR
GLD-1 TGE inh = GLD-1/TGE RNA complex disruptors, primary screen, biochemical, fluorescence polarization; 320,000 tested, 0.44% active; inhibition, % at 5.96 µM; purified GLD-1 + fluorescein TGE RNA;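 active means percent inhibition above a per-plate cutoff, the plate mean of test compounds plus 3 SD, cut at about 30% in these data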;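 further: 0% = DMSO wells with GLD-1 and probe and 100% = wells lacking GLD-1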
Target sequence (Q17339 whole entry, looked up): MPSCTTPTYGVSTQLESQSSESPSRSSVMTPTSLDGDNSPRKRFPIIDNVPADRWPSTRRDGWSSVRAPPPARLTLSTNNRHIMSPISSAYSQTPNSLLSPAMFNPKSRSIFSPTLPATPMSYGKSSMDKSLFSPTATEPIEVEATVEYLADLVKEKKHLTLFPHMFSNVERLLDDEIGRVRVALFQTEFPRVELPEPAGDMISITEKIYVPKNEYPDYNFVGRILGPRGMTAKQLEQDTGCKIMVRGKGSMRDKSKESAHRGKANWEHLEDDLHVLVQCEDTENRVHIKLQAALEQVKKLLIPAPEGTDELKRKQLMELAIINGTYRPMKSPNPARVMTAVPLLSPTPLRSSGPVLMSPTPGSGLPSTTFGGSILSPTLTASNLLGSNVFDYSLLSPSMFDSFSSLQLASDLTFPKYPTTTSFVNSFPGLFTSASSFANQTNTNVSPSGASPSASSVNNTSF
ZTA counter = ZTA (EBV) inhibition in EBNA-1 counter-screen. 320,000 tested, 0.15% active. ZTA-DNA binding, fluorescence polarization. AID 2234. P03206. inhibition, % at 11 µM; in the data active means inhibition above about 33%
Target sequence (P03206 whole entry, looked up): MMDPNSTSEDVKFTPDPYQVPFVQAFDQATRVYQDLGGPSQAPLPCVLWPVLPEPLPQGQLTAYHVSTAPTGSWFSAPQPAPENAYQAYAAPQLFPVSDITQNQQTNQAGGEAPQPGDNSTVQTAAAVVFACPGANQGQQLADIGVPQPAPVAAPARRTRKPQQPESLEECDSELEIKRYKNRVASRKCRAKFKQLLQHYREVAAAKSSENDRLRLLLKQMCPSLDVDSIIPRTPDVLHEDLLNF
MEX-5 binding = MEX-5 zinc finger RNA-binding disruptors – biochemical, C. elegans, fluorescence polarization, MLPCN library, primary screen; Zinc finger protein mex-5 (Caenorhabditis elegans), Q9XUB2; MEX-5/FITC-TCR2 RNA binding; hits give low values; activity score (negative = inhibition of binding), % at 10 µM; 300,000 tested, 0.38% active; AID 1832, 2009;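 active means inhibition past about -25% in most replicates, and total fluorescence under double the plate's negative control median, limit read from the data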;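 further: 0% = DMSO and -100% = 5 µM competing unlabeled TCR2 RNA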
* marks the source's active call; other numbers are inactive results; . = no result given. The order is random; any-hit rate near 2.3%.

SMILES	Yeast superoxide	Bcl-xL primary	EBNA-1 inh	Fam108B inh	Efflux pump inh	MCL1 BIM primary	GLD-1 TGE inh	ZTA counter	MEX-5 binding
COc1ccccc1-n1c(COc2ccccc2-c2ccccc2)nnc1SCC(=O)c1c(N)n(C)c(=O)n(C)c1=O	99	-3	0	-8	0.1	-11	7	-1	.
COC(=O)[C@H](Cc1ccccc1)NC(=O)C1CCN(C(=O)[C@H](C)NS(=O)(=O)c2ccc(C)cc2)CC1	121	4	6	-3	-0.2	12	8	2	0.8
CCc1[nH]nc2c1C(C(C)C)C(C#N)=C(N)O2 (centres undefined)	102	5	-14	1	0.1	-1	-1	8	-1.8
CCN1CCN(C2CCCCC2NS(=O)(=O)c2ccccc2)CC1 (centres undefined)	82	0	1	1	0.0	2	-2	2	1.3
O=C(Cn1c(=O)oc2ccccc21)Nc1nnc(N2CCCCCC2)s1	101	3	4	1	0.2	1	-3	-4	-1.0
CN(C(=O)C1CCCO1)c1nnc(-c2cnccn2)s1 (centres undefined)	110	11	-8	-3	0.1	9	2	2	1.5
CN(C)Cc1c(O)ccc2c(=O)c(-c3ccc(Cl)cc3)coc12	115	7	7	2	0.0	3	3	8	-2.2
O=C(Nc1ccc(Cl)cc1)NC1CCCC1Cc1ccco1 (centres undefined)	95	-3	-9	-6	0.2	-2	3	-13	3.1
CCN1C(=O)[C@H]2[C@@H](c3ccc(-c4cccc(Cl)c4)c(OC)c3)N[C@@](C)(C(=O)OC)[C@H]2C1=O	114	4	26	3	0.5	1	-4	-4	-2.5
c1cc2c3c(cccc3c1)NC1(CCCCC1)N2	95	4	0	3	0.0	3	0	-12	1.0
O=C(CCl)Nc1ccc(S(=O)(=O)Nc2nccs2)cc1	90	2	4	-4	0.2	2	12	4	-1.7
C=CCn1c(N(C)C)nc2c1c(=O)[nH]c(=O)n2C	96	3	-15	0	-0.2	3	2	-10	0.9
O=C(NCCc1ccc(Cl)cc1)c1cc(S(=O)(=O)N2CCCCC2)c[nH]1	97	0	0	-1	0.1	-6	-1	1	0.9
COC(=O)CCc1c(C)nn(-c2ccccc2)c1C	101	5	1	-1	-0.1	5	0	-3	1.1
CCn1c(NC(=S)Nc2ccccc2)nc2ccccc21	107	4	11	-1	0.0	12	7	15	-1.1
CC(c1ccc(C(C)(C)C)cc1)S(=O)CC(O)CO (centres undefined)	106	0	6	1	0.0	-2	0	-3	1.6
COC(=O)CN1C(c2cccc(Cl)c2)=Nc2ccc(Cl)cc2C1c1ccccc1 (centres undefined)	90	4	3	-2	0.2	-3	6	9	-3.7
CC(C)(C#CC(O)(c1ccccc1)c1ccccc1)N1CCCC1	89	11	-6	3	-0.1	15	0	-6	0.8
O=C(Cc1ccccc1)N/N=C/c1ccccn1	97	1	1	3	0.1	2	-4	-9	-1.2
CCOc1ccc(C2/C(=C(/O)c3ccc(F)cc3)C(=O)C(=O)N2CCCN(C)C)cc1 (centres undefined)	109	11	-16	-2	-0.1	6	-1	-7	0.9
CC(Sc1ccc(S(=O)(=O)N2CCOCC2)cc1[N+](=O)[O-])C(=O)O (centres undefined)	135	4	5	-2	0.1	-2	4	-3	2.2
CCn1c(=S)sc2c(=O)n(CC(=O)Nc3ccc(OC)c(Cl)c3)c(C)nc21	75	4	-3	-7	-0.1	7	0	7	0.2
Cc1ccc(NC(=O)Cn2nc(C)c3ccccc3c2=O)c(C)c1	54*	-5	-15	1	-0.1	0	3	-2	-2.3
NC(=O)c1ccc(C(F)(F)F)n(Cc2cccc(Cl)c2)c1=O	104	3	-3	-2	-0.2	6	4	-26	1.2
COc1cccc(/C=N/n2c(SC)nnc2-c2ccccc2)c1OC	107	-2	-8	-7	0.2	-1	-6	6	-4.6

Continued; the last four above are carried over.
SMILES	Yeast superoxide	Bcl-xL primary	EBNA-1 inh	Fam108B inh	Efflux pump inh	MCL1 BIM primary	GLD-1 TGE inh	ZTA counter	MEX-5 binding
CCn1c(=S)sc2c(=O)n(CC(=O)Nc3ccc(OC)c(Cl)c3)c(C)nc21	75	4	-3	-7	-0.1	7	0	7	0.2
Cc1ccc(NC(=O)Cn2nc(C)c3ccccc3c2=O)c(C)c1	54*	-5	-15	1	-0.1	0	3	-2	-2.3
NC(=O)c1ccc(C(F)(F)F)n(Cc2cccc(Cl)c2)c1=O	104	3	-3	-2	-0.2	6	4	-26	1.2
COc1cccc(/C=N/n2c(SC)nnc2-c2ccccc2)c1OC	107	-2	-8	-7	0.2	-1	-6	6	-4.6
CCN1CCN(c2c(Cl)cccc2NC(=O)c2ccco2)CC1	106	4	-7	2	0.1	-8	3	-9	-1.1
CCOC(=O)c1nnn(-c2nonc2N)c1-c1ccc(Cl)cc1	98	2	-9	2	0.2	5	5	-4	1.1
O=C(Nc1ccc(Cl)c(S(=O)(=O)Nc2ccccc2Cl)c1)c1cccs1	98	10	12	-7	-0.1	11	2	3	-1.1
COc1ccc(NC(=O)Cc2nnc(SCC(=O)Nc3cc(C)ccc3OC)n2C)cc1	79	0	1	-1	0.0	-1	-4	-8	1.8
CCOC(=O)c1csc(NC(=O)c2ccc(S(=O)(=O)N(CC)CC)cc2)n1	109	5	10	-2	-0.1	-1	-7	-6	2.0
CCOC(=O)c1c2ccc(OCC(=O)N/N=C/c3ccc(C)cc3)cc2n2ccccc12	100	8	-4	7	0.2	4	5	-4	-29*
Cc1cc(NC(=O)CSc2nnc(COc3cccc(C)c3C)n2C)no1	130	-4	1	-6	-0.1	-8	4	2	-0.6
CCOc1ccc(C(=O)OC(C)CN2CCCCC2)cc1 (centres undefined)	107	1	-6	2	0.6	5	6	-24	-0.6
Cc1cc(-c2nnc(SCC(=O)Nc3ccc(C(F)(F)F)cc3)n2C)no1	113	-3	8	3	0.0	-6	-3	-8	1.3
CCN(CC)S(=O)(=O)c1ccc(N2CCOCC2)c(NC(=O)c2ccc(N3CCCC3=O)cc2)c1	92	-1	2	1	0.0	0	4	-7	0.7
Cc1[nH]n(C)c(=O)c1[N+](=O)[O-]	111	2	-12	7	0.0	-2	-6	-16	-0.2
O=C(NCCSc1c[nH]c2ccccc12)c1c(F)cccc1F	111	-1	1	0	-0.2	-3	9	5	3.8
CC1(C)C/C(=C(/C#N)C(N)=O)CCO1	101	7	-12	-1	0.0	2	-3	-3	1.6
CCN(CC(=O)Nc1c(F)cccc1F)C(=O)c1ccc(Sc2nncn2C)c([N+](=O)[O-])c1	105	-1	8	-1	-0.3	0	2	0	0.5
C/C(=N\NC(=O)c1cccnc1)c1ccc(-c2ccccc2)cc1	93	1	10	-1	0.0	2	-3	5	-0.3
COCCCNC(=O)c1cc(=O)n(Cc2ccc(Cl)cc2)c2ccccc12	99	2	6	-4	-0.1	1	6	18	-0.8
O=c1c2[nH]c3ccc(F)cc3c2ncn1C1CCCCC1	122	-15	-19	-16	0.2	-12	-4	-4	-0.8
C[C@@H]1NC(=O)/C(=C\c2ccccc2Br)NC1=O	99	5	-7	-4	0.0	5	4	12	1.8
Nc1nn(-c2ccccc2)c(N)c1N=Nc1ccc2c(c1)OCO2	100	9	13	14	0.1	10	5	9	1.0
O=C(Nc1ccccc1C(=O)O)c1cccc(NC(=O)c2ccc(Br)o2)c1	115	14	2	-5	-0.2	13	0	-12	-2.8
CCN(CC)C(=O)c1nc[nH]c1C(=O)N1CCN(C(=O)OC(C)(C)C)CC1	107	-1	.	.	-0.2	-1	9	-6	.
Oc1ccccc1C1N=C(c2ccccc2)NC(c2ccccc2)=N1	109	3	6	3	-0.1	-1	6	0	0.6
N#Cc1c(NC(=O)CSc2nc3ccccc3s2)sc2c1CCCC2	107	5	7	-7	3.3	4	3	10	-0.1
CCCCNC(=O)Nc1c(C)cc(SC#N)cc1C	91	6	1	1	-0.1	14	4	-21	1.2
Cc1ccccc1C(=O)NC1CCS(=O)(=O)C1 (centres undefined)	92	1	-9	-3	0.0	2	7	-3	-0.3

Shown field by field: part of the list above.
CCc1[nH]nc2c1C(C(C)C)C(C#N)=C(N)O2 (centres undefined)
  Yeast superoxide: 102 | Bcl-xL primary: 5 | EBNA-1 inh: -14 | Fam108B inh: 1 | Efflux pump inh: 0.1 | MCL1 BIM primary: -1 | GLD-1 TGE inh: -1 | ZTA counter: 8 | MEX-5 binding: -1.8

CCN1CCN(C2CCCCC2NS(=O)(=O)c2ccccc2)CC1 (centres undefined)
  Yeast superoxide: 82 | Bcl-xL primary: 0 | EBNA-1 inh: 1 | Fam108B inh: 1 | Efflux pump inh: 0.0 | MCL1 BIM primary: 2 | GLD-1 TGE inh: -2 | ZTA counter: 2 | MEX-5 binding: 1.3

O=C(Cn1c(=O)oc2ccccc21)Nc1nnc(N2CCCCCC2)s1
  Yeast superoxide: 101 | Bcl-xL primary: 3 | EBNA-1 inh: 4 | Fam108B inh: 1 | Efflux pump inh: 0.2 | MCL1 BIM primary: 1 | GLD-1 TGE inh: -3 | ZTA counter: -4 | MEX-5 binding: -1.0

CN(C(=O)C1CCCO1)c1nnc(-c2cnccn2)s1 (centres undefined)
  Yeast superoxide: 110 | Bcl-xL primary: 11 | EBNA-1 inh: -8 | Fam108B inh: -3 | Efflux pump inh: 0.1 | MCL1 BIM primary: 9 | GLD-1 TGE inh: 2 | ZTA counter: 2 | MEX-5 binding: 1.5

(cont.)
SMILES	Yeast superoxide	Bcl-xL primary	EBNA-1 inh	Fam108B inh	Efflux pump inh	MCL1 BIM primary	GLD-1 TGE inh	ZTA counter	MEX-5 binding
Cc1cccc(Nc2ccc(S(=O)(=O)N3CCOCC3)cc2[N+](=O)[O-])c1	76	1	.	.	0.1	-1	-5	2	.
CC(=O)c1ccc(NC(=O)c2ccn[nH]2)cc1	93	0	-5	3	0.0	1	0	-3	0.4
COc1ccc(C2=NC(C(F)(F)F)(C(F)(F)F)c3c(n(C)c(=O)n(C)c3=O)N2)cc1	84	5	4	6	0.0	-1	5	-13	0.5
CC(=O)Nc1ccc(NC(=O)c2cc(-n3cnnc3)ccc2Cl)cc1	93	-10	-3	-5	0.1	-4	-3	3	1.0
COC(CN(C)C(=O)C1CCCN(S(=O)(=O)c2ccc3c(c2)oc(=O)n3C)C1)OC (centres undefined)	107	-2	0	2	0.0	-3	3	6	1.5
C=CCn1cc(C(=O)NCC2CCCO2)c(=O)c2cc(S(=O)(=O)N3CCCCCC3)ccc21 (centres undefined)	93	10	-13	4	-0.1	10	-2	-15	.
CC(Sc1nnc(CN2CCCC2)n1Cc1ccccc1)C(=O)Nc1ccccc1 (centres undefined)	80	1	.	.	0.0	1	-2	-14	.
CC(C)Nc1nc(NC(C)C)nc(N(C)n2cnnc2)n1	102	-10	1	2	0.0	-21	5	-13	-1.9
O=C(Cn1cnc(S(=O)(=O)N2CCCC2)c1)Nc1cccc(Br)c1	91	0	-19	0	0.4	1	-7	-7	0.6
O=C(CCNc1n[nH]c(=O)[nH]c1=O)N/N=C/c1ccc(Cl)cc1	99	7	2	-4	-0.4	9	8	17	-1.4

2 entries from above, bar-delimited:
smiles | Yeast superoxide | Bcl-xL primary | EBNA-1 inh | Fam108B inh | Efflux pump inh | MCL1 BIM primary | GLD-1 TGE inh | ZTA counter | MEX-5 binding
O=C(Nc1ccc(Cl)c(S(=O)(=O)Nc2ccccc2Cl)c1)c1cccs1 | 98 | 10 | 12 | -7 | -0.1 | 11 | 2 | 3 | -1.1
O=c1c2[nH]c3ccc(F)cc3c2ncn1C1CCCCC1 | 122 | -15 | -19 | -16 | 0.2 | -12 | -4 | -4 | -0.8
